# Bioassay records: PubChem BioAssay, The Scripps Research Institute Molecular Screening Center
# PLC-beta3 inh: blocks human PLC-beta3 enzyme activity | Purified PLC-beta3, fluorogenic substrate, fluorescence | Q01970 | inhibition, % at 12.2 µM | 370,000 compounds, 0.18% hits; in the data active means inhibition above about 11%;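 further: 0% = median of compound wells on plate and 100% = full blocker control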
# Target sequence (Q01970 whole entry, looked up): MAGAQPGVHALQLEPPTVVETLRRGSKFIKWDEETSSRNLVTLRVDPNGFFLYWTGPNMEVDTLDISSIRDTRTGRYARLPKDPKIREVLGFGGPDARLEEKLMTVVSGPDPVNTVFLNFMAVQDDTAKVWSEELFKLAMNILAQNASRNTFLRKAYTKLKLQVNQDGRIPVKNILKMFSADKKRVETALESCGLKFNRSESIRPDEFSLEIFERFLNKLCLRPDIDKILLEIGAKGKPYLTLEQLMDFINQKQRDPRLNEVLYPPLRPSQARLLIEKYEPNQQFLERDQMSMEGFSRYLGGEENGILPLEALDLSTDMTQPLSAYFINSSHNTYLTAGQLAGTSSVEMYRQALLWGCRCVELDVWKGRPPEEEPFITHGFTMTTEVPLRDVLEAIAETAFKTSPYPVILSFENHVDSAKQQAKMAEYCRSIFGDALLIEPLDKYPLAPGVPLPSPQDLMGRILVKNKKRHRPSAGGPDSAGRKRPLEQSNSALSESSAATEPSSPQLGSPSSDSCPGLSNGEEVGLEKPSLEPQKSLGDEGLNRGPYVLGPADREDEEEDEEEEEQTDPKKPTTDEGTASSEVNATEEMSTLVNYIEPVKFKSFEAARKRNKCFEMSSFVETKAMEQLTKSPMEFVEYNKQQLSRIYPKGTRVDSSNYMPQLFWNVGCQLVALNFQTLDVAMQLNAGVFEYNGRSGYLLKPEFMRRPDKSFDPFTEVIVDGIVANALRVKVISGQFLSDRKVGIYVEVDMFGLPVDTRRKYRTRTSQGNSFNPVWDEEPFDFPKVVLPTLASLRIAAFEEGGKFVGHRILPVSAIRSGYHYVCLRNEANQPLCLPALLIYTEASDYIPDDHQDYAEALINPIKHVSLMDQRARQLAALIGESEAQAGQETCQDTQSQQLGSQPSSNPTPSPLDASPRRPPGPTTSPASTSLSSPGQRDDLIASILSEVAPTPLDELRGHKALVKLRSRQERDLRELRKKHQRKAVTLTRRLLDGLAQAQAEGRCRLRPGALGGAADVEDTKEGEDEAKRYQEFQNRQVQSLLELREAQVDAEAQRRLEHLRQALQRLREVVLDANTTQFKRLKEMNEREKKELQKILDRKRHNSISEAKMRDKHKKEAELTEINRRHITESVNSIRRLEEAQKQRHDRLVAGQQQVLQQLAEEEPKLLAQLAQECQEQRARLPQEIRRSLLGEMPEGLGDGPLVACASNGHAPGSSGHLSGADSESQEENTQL
# Tn6 DDE FP: disrupts Tn6 cyclic peptide binding to fibrin D-Dimer-E complex; Fibrin DD(E) TRITC-Tn6 fluorescence polarization displacement; AID 720509; P02675; inhibition, % at 8.3 µM; 370,000 compounds, 0.21% hits;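 active means inhibition above a per-campaign cutoff: mean of compounds within control limits plus 3 SD, cut at about 15% in these data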;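 further: 0% = median of all compound wells on the plate and 100% = blocking peptide control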
# UHRF1 MBD2 ctr: UHRF1 methyl-DNA binding inhibition. UHRF1 binding to methylated oligo, TR-FRET. inhibition, % at 4.4 µM. 370,000 compounds, 0.75% hits; in the data active means inhibition above about 21%;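 further: UHRF1 SRA domain binding a hemimethylated CpG hairpin DNA probe; 0% = median of test compound wells and 100% = reference inhibitor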
# PLC-gamma1 inh: blocks human PLC-gamma1 enzyme activity; P19174; purified PLC-gamma1, fluorogenic substrate, fluorescence; inhibition, % at 12.2 µM; 370,000 compounds, 0.84% hits; AID 720700; in the data active means inhibition above about 9.5%
# ARFGAP1 inhibitor: rat ARFGAP1 inhibition; Q62848; Arfgap1-stimulated ARF1 GTP hydrolysis, GDP FP detection; inhibition, % at 16.5 µM; 360,000 compounds, 0.26% hits;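 active means inhibition above a per-plate limit, mean inhibition of low control wells plus 3 SD, cut at about 25% in these data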;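 further: 0% = DMSO wells with enzyme and 100% = wells lacking Arfgap1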
#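 system = rat Arfgap1 catalytic domain, aa 1-136 | technique = FP, GDP Alexa 633 tracer displaced from anti-GDP antibody, 620/688 nm | compound = one concentration, 16.5 µM, DMSO 1.26% | medium = HEPES-based buffer, pH 7.5 | timing = compound-enzyme preincubation 20 min, reaction 120 min, detection 60 min, 25 °C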
# ASAP1 GAP inh: ASAP1 ArfGAP inhibition | Q9ULH1 | ASAP1-stimulated ARF1 GTP hydrolysis, GDP FP detection | inhibition, % at 16.5 µM | 360,000 compounds, 0.19% hits | AID 624377; in the data active means inhibition above about 25%;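 further: 0% = vehicle with enzyme and substrate and 100% = no enzyme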
# proKLK7 act: activators of human kallikrein-7 zymogen. P49862. purified proKLK7, EDANS-DABCYL substrate fluorescence; 100% is mature enzyme control, 0% vehicle. activation, % at 7 µM. 370,000 compounds, 0.9% hits. AID 652039;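 active means activation above the mean of all tested compounds plus 3 SD, computed per campaign excluding outliers beyond control limits, cut at about 13% in these data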
# MBD2 DNA inh: blocks human MBD2 binding to methylated DNA. Q9UBB5. TR-FRET, MBD2 binding to methylated oligonucleotide. inhibition, % at 4.4 µM. 370,000 compounds, 0.31% hits. AID 686964; in the data active means inhibition above about 13%
# DDE Tn7 FP inh: inhibitors of Tn7 peptide binding to human fibrin DD(E) | P02675 | inhibition, % at 8.3 µM | FP displacement of FITC-Tn7 peptide from fibrin DD(E); 0% = median of compound wells per plate | 370,000 compounds, 0.13% hits | AID 720508;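 active means inhibition above the mean of compounds falling within the control limits plus 3 SD of them, cut at about 14% in these data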;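 further: 0% = plate median of compound wells and 100% = 10 µM Aha-Tn7 peptide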
#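 Assay system: Human clot-derived fibrin DD(E) complex | Buffer or medium: Tris/NaCl/CaCl2 buffer, pH 7.8 | Repeats: One replicate per compound | Benchmarks: Aha-Tn7 high control | Measure: % inhibition scaled between sample-field median and high-control FP | Schedule: 10 min plus 3 h, room temperature | Signal: Fluorescence polarization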
# ADAM17 inh: inhibitors of human ADAM17; P78536; recombinant ADAM17, EDANS/DABCYL FRET peptide cleavage; inhibition, % at 6.95 µM; 370,000 compounds, 0.83% hits; AID 720648;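 active means inhibition above the mean of compounds lying between control limits plus 3 SD, set per campaign, cut at about 8.5% in these data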;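 further: 0% = DMSO-only wells as the low control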
# The depositor's hits bear a star; i = inactive; . = no result given.
smiles	PLC-beta3 inh	UHRF1 MBD2 ctr	ADAM17 inh	MBD2 DNA inh	proKLK7 act	DDE Tn7 FP inh	ARFGAP1 inhibitor	ASAP1 GAP inh	Tn6 DDE FP	PLC-gamma1 inh
CC1CN(C(=O)COc2ccc3ccccc3c2Br)CC(C)O1 (configuration not stated)	-4	-1	2	-3	0.0	-1	14	13	1	2
Cc1nnc(SCC2=C(C(=O)O)N3C(=O)C(NC(=O)Cn4nc(C(F)F)c(Cl)c4C)C3SC2)s1 (configuration not stated)	-3	0	0	0	0.1	3	-7	3	0	-1
O=C(CSc1nncs1)Nc1cccc2ccccc12	-6	0	-2	0	-0.1	-3	4	4	3	-1
COc1ccc(NC(=O)CSCC(=O)N2CCN(C(=O)c3ccco3)CC2)cc1	-3	-1	-3	3	0.0	-4	2	2	-5	2
O=C1c2ccccc2C(O)N1Cc1ccc2c(c1)OCO2 (configuration not stated)	-1	6	-3	2	-0.3	7	0	-2	-8	0
CC1CCN(S(=O)(=O)c2ccc(NC(=O)Cc3cccs3)cc2)CC1	-10	5	3	9	0.9	-1	10	7	-17	-6
Cc1c(NC(=O)/C(C#N)=C/c2c(Oc3ccccc3)nc3ccccn3c2=O)c(=O)n(-c2ccccc2)n1C	-50	-2	-8	1	0.6	1	1	12	3	-43
Cc1cc(=O)oc2c(CN3CCN(CCO)CC3)c(O)ccc12	i	4	i	9	120*	5	3	2	-4	i
C=CCNC(=O)c1cc2nc(C3CC3)cc(C(F)F)n2n1	-29	-2	-8	-3	0.9	-7	2	-4	-3	-20
Cc1ccnn1CC(=O)N/N=C/c1ccc([N+](=O)[O-])s1	-12	0	0	2	0.3	-2	16	-4	-4	-3
CN(C)CCCN(C(=O)CCSc1ccccc1)c1nc2cc3c(cc2s1)OCO3	0	0	-4	-3	-2.6	-3	5	-2	-2	2
COC(=O)c1cn(CC(=O)NCc2cccs2)c2ccccc12	0	8	2	1	1.6	3	1	3	-4	2
Cc1ccc2nc(SCC(=O)c3ccccc3)nc(=O)n2c1	3	0	-7	0	0.1	-3	37*	18	-2	-7
COc1cc(/C=N/N=C(N)N)ccc1OCc1ccccc1Cl	2	0	1	-2	-0.6	2	2	-2	-6	9
O=C(Nc1ccccc1N1CCOCC1)c1cc(=O)[nH]c2ccccc12	-6	0	-8	-2	-0.5	2	-12	0	-4	1
Cc1cccc(C)c1N1CCN(c2nc(N(C)C)oc(=O)c2C#N)CC1	1	1	-3	2	0.5	2	-1	-11	3	-1
COc1ccc(CNC(=O)COC(=O)c2ccc(C)c(S(=O)(=O)N3CCOCC3)c2)cc1OC	-7	2	-1	3	0.0	-10	3	8	3	1
NC(c1csc(Nc2cc(Oc3ccccc3)ncn2)n1)C1CCCCC1 (configuration not stated)	0	-2	3	-7	0.4	-11	-3	13	2	3
Oc1ccccc1C1=NCCNC(C(F)(F)C(F)F)=C1	4	-5	-2	-7	-0.3	8	-4	-11	10	1
O=C(NCCS(=O)(=O)NCCCc1ccccc1)c1ccccc1	-6	-3	-2	2	-0.1	-1	-24	-2	4	4
Cc1ccc(S(=O)(=O)N2CCOCC2)cc1C(=O)Nc1c(C)n(C)n(-c2ccccc2)c1=O	1	0	-1	2	0.2	3	4	8	5	1
Cc1ccc(C(=O)CSC2=C(C#N)C(c3ccco3)CC(=O)N2)c(C)c1 (configuration not stated)	-182	2	1	-1	0.2	-2	7	9	7	-137
CC1CCCCC12NC(=O)N(CC(=O)Nc1sccc1C(N)=O)C2=O (configuration not stated)	-14	1	-1	1	-0.8	-3	-3	1	-3	-5
CC1CCN(c2nc(NCc3ccco3)nc(N)c2[N+](=O)[O-])CC1	2	0	0	1	0.0	0	-6	-1	-10	1
O=C(O)CC/C(=C\c1ccc(N2CCOCC2)c([N+](=O)[O-])c1)c1nc2ccccc2s1	2	-3	4	-6	1.1	3	1	-3	-4	-1
Cn1c(Cn2c(=O)sc3ccccc32)nnc1SCc1ccc(F)cc1	0	2	-2	2	0.1	2	4	-14	3	0
O=C(NC(=S)N1CCCC(O)C1)c1ccco1 (configuration not stated)	-3	8	-6	1	-0.5	5	7	-13	7	3
CCCn1c(SCC(=O)N2CCc3ccccc3C2)nc2c1c(=O)n(C)c(=O)n2C	3	1	1	-2	-0.1	3	2	-9	1	7
O=C(NCC1CCCO1)c1ccc2c(=O)n(-c3ccc(F)cc3)c(=S)[nH]c2c1 (configuration not stated)	-56	1	-8	4	-1.3	0	4	3	-3	3
O=c1[nH]c(CSc2nnc(-c3ccccc3)n2C2CCCCC2)nc2ccccc12	2	-2	-3	-1	0.3	-1	-4	17	0	2
Nc1c2c(nc3sc4c(c13)CCCCC4)CCCCC2	-1	-3	-1	2	0.0	7	-11	12	-5	0
O=C(CCCCn1c(=O)c2ccccc2n(Cc2ccc(F)cc2)c1=O)NCc1ccco1	7	7	6	-1	0.5	1	-13	-3	-2	6
O=C(/C=C/c1ccccc1)Nc1nnc(-c2ccco2)o1	-4	-3	2	-7	-0.1	1	1	-6	1	1
Cc1nc2c(ccc3nc(NC(=O)c4ccc5c(c4)OCCO5)sc32)s1	-31	0	-5	-3	-1.3	-1	-6	10	6	-24
COC(=O)[C@]12C[C@H](CC(=O)NCC3CCCCC3)C(=O)N(CCc3ccc(OC)c(OC)c3)C1=C[C@H](C1CCCC1)O[C@@H]2C	1	-4	7	3	0.8	-1	.	.	-3	0
Cc1cc(C(=O)CCl)c(C)n1Cc1ccco1	-8	0	-6	8	0.0	4	-14	11	5	-1
COc1cc(CN2CCN(c3ncccn3)CC2)cc(OC)c1	-5	-1	2	7	-0.3	-7	-5	9	-2	2
O=C(NCc1ccc(Cl)cc1)c1ccc(CNc2c(N3CCOCC3)c(=O)c2=O)cc1	-10	-2	-4	1	0.4	2	-6	9	1	2
COc1ccc2nc(NC(=O)c3ccccc3F)sc2c1	-55	-1	-72	-4	1.0	-4	3	16	-5	-37
Cc1cc(C(=O)OCC(=O)NCc2ccc(F)cc2)c2ccccc2n1	-15	4	-9	6	0.1	0	-3	15	7	-12

# Pulled by compound from above, three records:
smiles	PLC-beta3 inh	UHRF1 MBD2 ctr	ADAM17 inh	MBD2 DNA inh	proKLK7 act	DDE Tn7 FP inh	ARFGAP1 inhibitor	ASAP1 GAP inh	Tn6 DDE FP	PLC-gamma1 inh
COc1ccc2nc(NC(=O)c3ccccc3F)sc2c1	-55	-1	-72	-4	1.0	-4	3	16	-5	-37
O=C(NC(=S)N1CCCC(O)C1)c1ccco1 (configuration not stated)	-3	8	-6	1	-0.5	5	7	-13	7	3
O=C(/C=C/c1ccccc1)Nc1nnc(-c2ccco2)o1	-4	-3	2	-7	-0.1	1	1	-6	1	1

# Next part.
smiles	PLC-beta3 inh	UHRF1 MBD2 ctr	ADAM17 inh	MBD2 DNA inh	proKLK7 act	DDE Tn7 FP inh	ARFGAP1 inhibitor	ASAP1 GAP inh	Tn6 DDE FP	PLC-gamma1 inh
CCN(CC)CCN1C(=O)c2ccccc2NC1c1ccc(C)cc1 (configuration not stated)	i	6	-271	7	75*	-5	9	12	6	-477
Cc1ccc2nc(/N=C(\N)NC(=O)NC3CCCCC3)nc(C)c2c1	-11	4	-8	4	-0.2	4	5	-3	-2	-1
COc1ccc(NC(=O)Nc2cc3oc4ccccc4c3cc2OC)cc1	-12	1	-16	6	-1.1	-3	7	1	-15	-9
O=C(Nc1ccc(F)cc1)OCc1cn(Cc2cc(F)cc(F)c2)nn1	-4	-2	1	3	-0.1	-2	.	.	-1	0
O=C(NCc1ccco1)c1cc(-c2ccc3c(c2)OCO3)on1	5	9	-2	5	-0.2	-2	-3	13	4	1
CC(=O)Nc1cc(-c2cccc(NS(C)(=O)=O)c2)cn2c(-c3ccccc3)cnc12	-42	-5	-19	2	-3.2	-9	9	12	1	-34
N#C/C(=C/c1ccc(N2CCCCC2)cc1)c1cccc(F)c1	-2	-4	-2	3	-1.0	2	11	-1	6	-5
CNc1nc(SCc2ccccc2Cl)nc2c1CCCC2	-1	2	5	0	0.1	4	7	9	-5	-1
Cc1cc(NS(=O)(=O)c2c(C)c(C)cc(C)c2C)no1	-6	-2	-2	2	-0.2	2	-7	-11	8	0
COc1ccc(Nc2oc(-c3ccc(OC)cc3)nc2C#N)cc1	-19	0	-6	3	0.2	5	-6	2	1	-12
Cc1ccc(N2CCN(C3C(=O)Nc4ccccc4-n4nnnc43)CC2)cc1 (configuration not stated)	-1	-2	-3	-4	-0.4	6	-2	2	1	-4
CCCNC(=O)CCc1nnc2ccc(N3CCC(C)CC3)nn12	-4	-3	-2	-9	-0.3	5	-6	4	6	-1
CC(C)C[C@H]1CN(CCCC[C@H]2CNC(=O)C(=O)N2CCC2CCCCC2)C(=O)C(=O)N1CC1CCCCC1	1	11	-3	5	0.4	3	-16	7	8	-1
COc1ccccc1C(=O)NC(=S)NNC(=O)c1sc2ccccc2c1Cl	-1	-4	0	-1	0.0	-3	-4	7	-2	0
COc1ccc(CNC(=O)CCNC(=O)N2CCn3c2nc2ccccc23)cc1	-5	-1	0	0	0.2	-3	1	-8	6	1
O=C(NN=C1CCCCCCCCCCC1)c1cccnc1	2	-1	5	-3	-0.1	-3	0	-3	1	0
CC1=C(C(=O)Nc2ccccc2C)C2(CCCCC2)C(C(N)=O)C(=S)N1 (configuration not stated)	6	3	0	-1	0.0	1	1	-10	8	7
Cc1n[nH]c(=O)nc1N1CCN(c2ccccc2)CC1	0	1	-4	1	-0.9	2	3	-11	-5	0
CC(C)(C)n1nc2c(c1NC(=O)c1ccc(S(=O)(=O)N3CCCC3)cc1)CSC2	0	-1	3	-1	0.0	0	-13	-10	-1	1
O=C(Nc1nccs1)C1CC(=O)N(c2ccc(F)cc2)C1 (configuration not stated)	-4	1	-3	-1	-0.5	7	1	12	3	-1
CCNCC(=O)Nc1ccc(N2CCOCC2)cc1	-4	-1	0	-3	-0.4	6	14	8	-1	-2
NC(=O)c1c(NC(=O)c2c(F)cccc2F)sc2c1CCN(Cc1ccccc1)C2	-61	-2	-4	3	2.0	2	-9	-7	-7	-48
COc1cc(NC(=O)c2ccc(S(=O)(=O)N(C)C)cc2)cc(OC)c1OC	-1	4	-1	2	0.4	1	13	1	-4	0
CCC(=O)N(C)CCc1cc2c(c(OC)c1/C=N/NC(=O)[C@H]1C[C@@H]1c1ccccc1)OCO2	-6	1	-2	0	0.3	-6	17	11	-6	-3
Cc1ccc(S(=O)(=O)N(C)Cc2nc(-c3ccccn3)no2)cc1	-4	3	-2	1	0.5	-11	-4	3	-2	5
O=C(Nc1cccc(Cl)c1)c1csc(-c2ccccc2)n1	3	0	2	1	0.0	-3	12	8	-8	1
